Assay outcomes as filed in PubChem BioAssay.
Glyco luc inh: increase of ERlucT glycosylation luciferase signal, primary screen, N-linked glycosylation inhibitor project, D54 ERlucT cells, luminescence, set 2. D54 ERlucT glycosylation luciferase reporter, 24 h; percent of 100 nM tunicamycin response. 360,000 tested, 0.23% active. AID 588692, 2011. reporter increase, % at 12.5 µM;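 active means mean luciferase reporter signal, scaled so untreated is 0 and the glycosylation-blocking control 100, at or above a set limit in every replicate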;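 further: luciferase carries N-glycosylation sites so blocking glycosylation raises the light; 0% = median of neutral control wells and 100% = median of 100 nM tunicamycin wells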
MC4R barr agon: MC4R agonists recruiting beta-arrestin, primary screen, cell-based, luminescence, agonist arm of biased-ligand search; activation, % at 8.9 µM; U2OS MC4R beta-arrestin complementation; percent of melanotan II response, DMSO zero; AID 540308, 2011; 360,000 tested, 0.98% active;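 active means activation above a per-plate cutoff, the mean activation of sample wells on that plate plus 3 SD, cut at about 8% in these data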
aDG glyco act: activators of alpha-DG glycosylation, primary screen, uHTS, Pro5-aDG cells, AlphaScreen | activation, % at 10 µM | 360,000 tested, 0.22% active | alpha-DG glycosylation AlphaScreen (IIH6); 0% Pro5, 100% B10-LARGE cell signal;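 active means activation of at least 8% versus controls, or a plate z-score of at least 8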;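 further: Pro5 are CHO cells carrying HIG-tagged alpha-DG that lacks glycosylation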
Granule exo inh: LAMP-1 surface exposure blockers, TALL-104 cells – cell-based, flow cytometry, MLPCN library, primary screen | TALL-104 LAMP-1 surface exposure; cells stimulated with thapsigargin and PMA | inhibition, % at 10 µM | AID 651702, 2012 | 360,000 tested, 0.66% active;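 active means inhibition above about 55%, limit read from the data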
ABHD5 PLIN5 PPI: ABHD5-PLIN5 interaction inhibitors, primary screen, cell lysate, split luciferase complementation, luminescence; Perilipin-5 (Homo sapiens) + 1-acylglycerol-3-phosphate O-acyltransferase ABHD5 (Homo …; Split G. princeps luciferase complementation, 4 h; inhibition, % at 4 µM; 360,000 tested, 0.78% active; AID 602281, 2012;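 active means inhibition above the mean inhibition across every tested compound plus 3 SD, cut at about 22% in these data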;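 further: 0% = DMSO only wells and the 100% control is not disclosed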
Target sequence (Q00G26 whole entry, looked up): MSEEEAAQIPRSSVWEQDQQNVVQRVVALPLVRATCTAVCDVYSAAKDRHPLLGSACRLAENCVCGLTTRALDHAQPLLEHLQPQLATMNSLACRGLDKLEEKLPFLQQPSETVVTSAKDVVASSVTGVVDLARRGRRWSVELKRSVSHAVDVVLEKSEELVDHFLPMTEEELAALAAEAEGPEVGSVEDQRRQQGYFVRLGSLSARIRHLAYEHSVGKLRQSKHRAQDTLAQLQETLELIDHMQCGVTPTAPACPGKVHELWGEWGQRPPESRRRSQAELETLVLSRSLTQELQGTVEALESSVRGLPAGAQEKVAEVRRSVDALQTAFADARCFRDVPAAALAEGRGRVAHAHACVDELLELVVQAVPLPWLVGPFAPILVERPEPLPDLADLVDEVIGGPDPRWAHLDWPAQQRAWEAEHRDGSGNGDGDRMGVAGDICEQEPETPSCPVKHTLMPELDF
Target sequence (Q8WTS1 whole entry, looked up): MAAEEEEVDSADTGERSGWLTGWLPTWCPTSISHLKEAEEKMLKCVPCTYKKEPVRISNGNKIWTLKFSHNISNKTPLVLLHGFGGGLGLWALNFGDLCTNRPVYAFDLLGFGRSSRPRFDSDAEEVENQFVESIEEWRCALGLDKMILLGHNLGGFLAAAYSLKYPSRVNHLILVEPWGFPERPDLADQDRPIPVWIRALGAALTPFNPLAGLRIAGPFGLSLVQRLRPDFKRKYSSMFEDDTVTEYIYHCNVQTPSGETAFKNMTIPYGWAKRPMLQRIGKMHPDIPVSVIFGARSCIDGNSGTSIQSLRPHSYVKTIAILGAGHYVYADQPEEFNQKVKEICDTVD
ABCB6 inh MLPCN: ABCB6 transporter inhibitors, primary screen, K562-ABCB6 cells, flow cytometry, MLPCN library; fluorescence ratio to DMSO, % at 10 µM; 360,000 tested, 0.19% active; ATP-binding cassette sub-family B member 6 (Homo sapiens), Q9NP58; K562-ABCB6 porphyrin accumulation, 1 h; hits give low values;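 active means fluorescence ratio to DMSO below 75%, the collection mean minus 3 SD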;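 further: signal is porphyrin accumulated inside mitochondria; 100% equals median channel fluorescence of DMSO control wells; lower ratio means ABCB6 inhibition with less porphyrin fluorescence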
Cardio protect: cardioprotection against H2O2-induced cell death, primary screen, uHTS, H9c2 cells, ATPLite luminescence; H9c2 cardiomyocytes, H2O2 injury protection, 2 h; protection from H2O2 cell death, % at 20 µM; 360,000 tested, 0.63% active;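 active means compounds giving at least 50% protection of heart cells from peroxide-induced death in the single-dose screen, raw or plate-pattern-corrected value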;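 further: 0% = DMSO wells with peroxide and 100% = DMSO wells without peroxide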
hiPSC survival: enhancers of single-cell hiPSC survival, primary screen, ATPlite luminescence; 360,000 tested, 0.044% active; survival enhancement, % at 20 µM; 100% = ROCK inhibitor wells, 0% = DMSO; in the data active means survival enhancement above about 18%;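 further: cells exposed to compounds for 16 hours before the ATP read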
MC4R antag cAMP: MC4R antagonists of cAMP signaling, primary screen, cell-based, TR-FRET, antagonist arm of biased-ligand search | inhibition, % at 6.5 µM | Melanocortin receptor 4 (Homo sapiens), P32245 | 360,000 tested, 0.48% active | MC4R-expressing cells, MTII-stimulated cAMP, LANCE TR-FRET;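 active means inhibition above its plate's cutoff, the mean of tested wells on that plate plus 3 SD, cut at about 29% in these data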;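 further: 0% = Melanotan II alone and 100% = Melanotan II plus saturating MCL0020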
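Assay system: U2OS cells stably expressing human melanocortin 4 receptor (MC4R) / Dosing: 6.5 µM / Timing: compound 30 min, challenge 1 h, detection 1 h / Measured by: Eu-cAMP/anti-cAMP TR-FRET, emission 671 nm / Replicates: singlicate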
m5-HT2A agonist: mouse Htr2a agonists via beta-arrestin recruitment, primary screen, cell-based, luminescence. activation, % at 7.6 µM. 360,000 tested, 0.66% active. 5-hydroxytryptamine receptor 2A (Mus musculus), P35363. AID 624169, 2012. CHO-K1 mHTR2A beta-arrestin complementation; percent of 30 µM serotonin response;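 active means activation above a run cutoff, the mean activation of all tested compounds plus 3 SD, cut at about 14% in these data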;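 further: 0% = plate median of compound wells and 100% = 30 µM serotonin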
* hit, by the source's call. Rows are unselected; any-hit rate near 4.5%.

No. | SMILES | Glyco luc inh | MC4R barr agon | aDG glyco act | Granule exo inh | ABHD5 PLIN5 PPI | ABCB6 inh MLPCN | Cardio protect | hiPSC survival | MC4R antag cAMP | m5-HT2A agonist
1 | Cc1ccc(NS(=O)(=O)c2ccccc2F)cc1S(=O)(=O)N1CCCCCC1 | -3 | 1.4 | 0.1 | -3 | 4 | 98 | -1 | 0.7 | 17 | 3
2 | N#C/C(=C\Nc1ccc(F)c(Cl)c1)C(=O)C1CC1 | 0 | 0.3 | 0.1 | -3 | 0 | 102 | 1 | 0.5 | 8 | 0
3 | Cc1c(OCc2ccc(C(=O)O)cc2)ccc2c(-c3ccccc3)cc(=O)oc12 | 1 | -1.9 | 0.1 | -6 | 4 | 145 | -3 | 2.9 | -5 | -3
4 | Brc1ccc(-c2noc3c2-c2nc(-c4ccccc4)sc2CC3)cc1 | 1 | -1.5 | 0.0 | -9 | -12 | 101 | -8 | 4.5 | -2 | 2
5 | Cc1ccnc(N2CCC(C(=O)NCc3ccc(F)cc3)CC2)n1 | 0 | 0.0 | 0.5 | 9 | 0 | 94 | -6 | 0.1 | 22 | 3
6 | O=C(O)Cn1cc(CN2CCOCC2)c2ccccc21 | 2 | 0.0 | -0.1 | -12 | -2 | 100 | -4 | 0.9 | 18 | 4
7 | O=C(CNC(=O)c1cccs1)NCC(=O)OCc1cccc(Cl)c1 | 1 | -0.1 | 0.1 | -3 | 8 | 98 | 8 | 1.2 | 0 | 4
8 | CN(c1ccc(F)cc1)S(=O)(=O)c1ccc(Cl)c(C(=O)NC2(C)CCS(=O)(=O)C2)c1 (stereo unspecified) | -1 | -2.9 | 0.0 | -5 | -1 | 93 | 5 | -0.4 | 9 | 5
9 | COc1ccc(S(=O)(=O)Nc2cccc(-n3cnnn3)c2)cc1 | 0 | -1.7 | 0.0 | 2 | -2 | 98 | -5 | -0.4 | -2 | 4
10 | COc1cc(C(=O)OCC(=O)N2CCCC2)cc(OC)c1OC | 2 | -2.5 | 0.2 | 0 | 2 | 103 | 6 | 2.8 | 4 | -5
11 | CCOC(=O)C#CC(CCc1ccccc1)OS(N)(=O)=O (stereo unspecified) | 2 | 0.5 | -0.4 | -10 | 1 | 97 | -2 | -3.7 | 3 | -2
12 | Cc1c(C(=O)NCc2ccc3c(c2)OCO3)oc2ccc(S(=O)(=O)N3CCCCCC3)cc12 | -7 | -1.5 | 0.5 | 1 | -6 | 90 | 12 | -0.4 | 8 | -3
13 | COc1ccc(C2/C(=C(/O)c3ccc4c(c3)CC(C)O4)C(=O)C(=O)N2CCCN2CCOCC2)cc1 (stereo unspecified) | 1 | -1.0 | -0.2 | 7 | 15 | 104 | -8 | 0.1 | -2 | -3
14 | COc1ccc(Cl)cc1NC(=O)CN(C)C(=O)c1ccc(OCc2ccccc2)c(OC)c1 | 1 | 0.0 | 0.3 | 45 | 16 | 99 | -8 | 0.7 | 22 | -14
15 | C#CCN(CC=C)C(=O)CCc1nnc(COc2ccccc2)o1 | -3 | 2.7 | 0.7 | -14 | -2 | 108 | 13 | -0.2 | 3 | 4
16 | O=C(CN(Cc1ccco1)C(=O)c1cccc(Cl)c1)Nc1c(Cl)cc(Cl)cc1Cl | -1 | 2.2 | 0.4 | 9 | 0 | 96 | 4 | -1.7 | 14 | 0
17 | COc1ccc(C(=O)NC(=S)N2CCC(C)CC2)cc1Br | -2 | -2.0 | 0.1 | -18 | -7 | 96 | 13 | -0.2 | 16 | 3
18 | CCN(CC)c1ccc(/C=N/N2CCN(c3ccccn3)CC2)cc1 | 2 | -2.0 | -0.1 | 4 | -26 | 100 | 2 | 1.1 | 8 | 2
19 | O=C(Nc1ccon1)c1cc2c(s1)CCCCCC2 | -4 | 0.4 | -0.4 | -2 | -7 | 90 | -6 | 2.6 | -6 | 1
20 | COc1ccc(OC)c(-n2nnnc2SCC(=O)Nc2ccc(C(=O)N3CCCCC3)cc2)c1 | 0 | 0.9 | 0.3 | 2 | 1 | 94 | -3 | 0.6 | 7 | 4
21 | COc1ccc(CCc2nnc(CCC(=O)NCc3ccc4ncccc4c3)o2)cc1 | -1 | -2.4 | 0.6 | -1 | 0 | 106 | 1 | -2.7 | -1 | -5
22 | O=C(Cc1cccs1)N/N=C\c1ccc(O)cc1 | -4 | -2.2 | 0.2 | 21 | 2 | 108 | -5 | 3.9 | 0 | -2
23 | CCOc1ccc(S(=O)(=O)NCc2cccs2)cc1 | 0 | 0.0 | 0.2 | 5 | 1 | 96 | -4 | 1.2 | 9 | 0
24 | C[C@@H]1NC(=O)c2cc([N+](=O)[O-])cc(I)c2NCCCC[C@@H](C(N)=O)NC(=O)[C@H](CCC(=O)O)NC1=O | 2 | 0.4 | 0.0 | 1 | 3 | 96 | -3 | 0.8 | 1 | -5
25 | O=C(c1cccc(C(F)(F)F)c1)C1CCCN(Cc2cccn2-c2ccccn2)C1 (stereo unspecified) | 5 | -1.6 | 1.4 | 5 | 0 | 93 | -7 | -2.5 | 6 | 1

Additional records.
No. | SMILES | Glyco luc inh | MC4R barr agon | aDG glyco act | Granule exo inh | ABHD5 PLIN5 PPI | ABCB6 inh MLPCN | Cardio protect | hiPSC survival | MC4R antag cAMP | m5-HT2A agonist
26 | O=C(Nc1ccc(-c2nc3ccccc3[nH]2)cc1)c1ccc2c(c1)OCO2 | 1 | -0.4 | -0.1 | 13 | -2 | 96 | -17 | -1.7 | 0 | 1
27 | COc1ccc(OC)c(C(=O)COC(=O)c2cc(C)oc2C)c1 | -1 | 1.1 | -0.1 | -2 | 1 | 116 | -10 | 4.5 | 1 | 5
28 | COC(=O)C(Cc1c[nH]c2ccccc12)NC(=O)CCNC(=O)c1ccco1 (stereo unspecified) | 2 | -1.4 | 0.2 | -2 | -2 | 101 | -2 | -4.3 | 22 | -2
29 | Cc1ccc(-c2nnc(N3CCCCC3)c3ccccc23)cc1S(=O)(=O)N(C)C | -4 | 0.8 | 0.5 | 10 | 2 | 96 | -4 | 1.1 | 17 | -7
30 | COCCN(CCOC)C(=O)CN1C(=O)NC(Cc2c[nH]c3ccccc23)C1=O (stereo unspecified) | -1 | -1.5 | 0.0 | 4 | -3 | 97 | -2 | -0.4 | 4 | 2
31 | Cc1ccccc1-c1nc(CS(=O)(=O)CC(=O)N(C)C2CCCCC2)c(C)o1 | -2 | 0.4 | 0.1 | 1 | 0 | 97 | -20 | -2.9 | 7 | 1
32 | CNC[C@H](Cc1ccccc1)NC[C@@H](Cc1cccc2ccccc12)NCCc1ccc(C)cc1 | -4 | 5.0 | -0.6 | 27 | 39* | 100 | -22 | -2.4 | 31* | 6
33 | COc1ccc(Cl)cc1C(=O)NNC(=O)c1cccc(S(=O)(=O)N(C)C)c1 | -1 | -0.2 | -0.2 | -1 | -6 | 94 | 15 | -0.5 | 6 | 0
34 | COc1ccc(-c2csc(CCn3nc(C)cc3C)n2)cc1OC | 0 | -0.7 | 0.0 | -4 | 4 | 100 | -1 | 0.2 | 7 | 1
35 | Fc1ccc(-c2nc3nc4ccccc4nc3n2Cc2ccco2)cc1 | 2 | -1.0 | -0.1 | 0 | 7 | 90 | 10 | 3.8 | 11 | 1
36 | CCC/C=N/NC(=O)c1[nH]c2c([N+](=O)[O-])cccc2c1C | 21 | -4.2 | 0.3 | 5 | 7 | 93 | 29 | 1.7 | -21 | 0
37 | COc1ccc(CC(=O)Nc2ccc(-c3nnc(-c4ccc(C)cc4)o3)cc2)cc1 | -3 | 4.2 | -0.4 | 1 | 0 | 98 | -4 | -2.2 | 10 | 2
38 | CCOc1ccc(CSC2=NCCN2)cc1Cl | 2 | -0.9 | -0.2 | 0 | 4 | 93 | 1 | 4.0 | -10 | 2
39 | O=C1NC(c2ccc(Br)cc2)Oc2ccccc21 (stereo unspecified) | 1 | -2.8 | -0.1 | -7 | 1 | 103 | 22 | -0.2 | 6 | -1
40 | Cc1cc(C)n2nc(SCC(=O)N(C)C)nc2n1 | 2 | -2.0 | -0.2 | 2 | 1 | 94 | 7 | 1.7 | 3 | -4
41 | COc1cc(C(=S)N2CCC(Cc3ccccc3)CC2)ccc1OCC(N)=O | -1 | -0.1 | -0.1 | -1 | -7 | 99 | -5 | -0.3 | 17 | -2
42 | CC1CC[C@@]2(OC1)O[C@H]1CC3[C@@H]4C[C@@H](O)[C@@]5(O)C[C@@H](O)[C@H](O)C[C@]5(C)[C@H]4CC[C@]3(C)[C@H]1[C@@H]2C (stereo partly specified) | 0 | -0.4 | 0.1 | -10 | 2 | 103 | -4 | 0.7 | 3 | -5
43 | COc1ccc(N2CCN(CC(O)COc3c(OC)cccc3OC)CC2)cc1 (stereo unspecified) | 1 | -0.9 | 0.2 | -18 | 7 | 97 | -4 | 1.1 | 9 | -4
44 | COc1cccc2sc(N(CCN(C)C)C(=O)/C=C/c3cccs3)nc12 | -1 | 6.7 | 0.2 | 33 | 20 | 97 | -23 | -0.2 | 7 | -4

Full records, quoted from the list. Screens in order: Glyco luc inh | MC4R barr agon | aDG glyco act | Granule exo inh | ABHD5 PLIN5 PPI | ABCB6 inh MLPCN | Cardio protect | hiPSC survival | MC4R antag cAMP | m5-HT2A agonist
COc1cccc2sc(N(CCN(C)C)C(=O)/C=C/c3cccs3)nc12 is listed with -1 | 6.7 | 0.2 | 33 | 20 | 97 | -23 | -0.2 | 7 | -4
CC1CC[C@@]2(OC1)O[C@H]1CC3[C@@H]4C[C@@H](O)[C@@]5(O)C[C@@H](O)[C@H](O)C[C@]5(C)[C@H]4CC[C@]3(C)[C@H]1[C@@H]2C (stereo partly specified) is listed with 0 | -0.4 | 0.1 | -10 | 2 | 103 | -4 | 0.7 | 3 | -5
Cc1cc(C)n2nc(SCC(=O)N(C)C)nc2n1 is listed with 2 | -2.0 | -0.2 | 2 | 1 | 94 | 7 | 1.7 | 3 | -4
COc1cc(C(=S)N2CCC(Cc3ccccc3)CC2)ccc1OCC(N)=O is listed with -1 | -0.1 | -0.1 | -1 | -7 | 99 | -5 | -0.3 | 17 | -2
COc1ccc(CC(=O)Nc2ccc(-c3nnc(-c4ccc(C)cc4)o3)cc2)cc1 is listed with -3 | 4.2 | -0.4 | 1 | 0 | 98 | -4 | -2.2 | 10 | 2
